Screening results from PubChem BioAssay.
DYRK1A inh = Dyrk1A (rat) kinase inhibition. actives 0.43% (n = 310,000). inhibition, % at 12.5 µM. ADP-Glo luminescence, NFATc1 peptide. Q63470; in the data active means inhibition above about 50%;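 further: plate controls were vehicle with enzyme for no effect and no enzyme for full effect; many of its hits are not listed in these tables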
KCNK9 inh = human KCNK9 channel inhibition; HEK293 KCNK9, FluxOR thallium flux fluorescence; hits give low values; actives 1.2% (n = 310,000); B-score at 10 µM; Q9NPC2;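 active means ratio B-score over 3 SD below the library mean, with starting fluorescence within 5 SD of its mean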;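 further: negative B-score means less thallium flux so channel inhibition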
Target sequence (Q9NPC2 whole entry, looked up): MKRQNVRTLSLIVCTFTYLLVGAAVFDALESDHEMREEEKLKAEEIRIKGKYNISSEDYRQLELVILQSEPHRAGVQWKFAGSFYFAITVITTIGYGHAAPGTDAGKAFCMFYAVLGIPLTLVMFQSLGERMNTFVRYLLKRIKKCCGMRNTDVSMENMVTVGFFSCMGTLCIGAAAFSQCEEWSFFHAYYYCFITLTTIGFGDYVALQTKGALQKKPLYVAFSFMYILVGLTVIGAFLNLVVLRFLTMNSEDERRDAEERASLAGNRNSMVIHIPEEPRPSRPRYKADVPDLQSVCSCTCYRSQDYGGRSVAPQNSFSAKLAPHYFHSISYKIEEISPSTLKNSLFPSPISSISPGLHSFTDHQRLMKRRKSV
KCNK3 block = human KCNK3 channel inhibition, primary screen | O14649 | CHO-KCNK3 thallium flux, FluxOR fluorescence; hits give low values | B-score at 10 µM | actives 0.84% (n = 340,000);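 active means B-score under library mean minus 4 SD, starting fluorescence ratio at most library mean plus 5 SD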;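 further: more negative B-score means stronger inhibition of thallium flux through KCNK3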
RGS4 act = potentiators or activators of RGS4 | B-score at 10 µM | HEK293 M3R/inducible RGS4, carbachol calcium flux Fluo4; hits give low values | actives 0.92% (n = 310,000);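 active means B-score of the integrated calcium signal more than 4 SD below the library mean, with starting fluorescence not abnormally high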;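 further: negative B-score means reduced calcium response which marks RGS4 activation or potentiation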
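Test system: HEK293 cells with stable M3R and inducible RGS4; also added: carbachol at ECmax as muscarinic agonist stimulus; schedule: dye loading 30 min 37 °C, buffer rest 30 min RT; technique: kinetic calcium fluorescence imaging with Fluo4-AM dye, 2 µM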
KCNQ1 act = potentiates or activates the human KCNQ1 potassium channel; P51787; CHO-K1 KCNQ1, thallium flux FluxOR fluorescence; hits give high values; B-score at 10 µM; actives 0.35% (n = 310,000); AID 2648;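 active means fluorescence ratio B-score, a plate-corrected score, at least three library SD, with initial intensity B-score within 5 SD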
Target sequence (P51787 whole entry, looked up): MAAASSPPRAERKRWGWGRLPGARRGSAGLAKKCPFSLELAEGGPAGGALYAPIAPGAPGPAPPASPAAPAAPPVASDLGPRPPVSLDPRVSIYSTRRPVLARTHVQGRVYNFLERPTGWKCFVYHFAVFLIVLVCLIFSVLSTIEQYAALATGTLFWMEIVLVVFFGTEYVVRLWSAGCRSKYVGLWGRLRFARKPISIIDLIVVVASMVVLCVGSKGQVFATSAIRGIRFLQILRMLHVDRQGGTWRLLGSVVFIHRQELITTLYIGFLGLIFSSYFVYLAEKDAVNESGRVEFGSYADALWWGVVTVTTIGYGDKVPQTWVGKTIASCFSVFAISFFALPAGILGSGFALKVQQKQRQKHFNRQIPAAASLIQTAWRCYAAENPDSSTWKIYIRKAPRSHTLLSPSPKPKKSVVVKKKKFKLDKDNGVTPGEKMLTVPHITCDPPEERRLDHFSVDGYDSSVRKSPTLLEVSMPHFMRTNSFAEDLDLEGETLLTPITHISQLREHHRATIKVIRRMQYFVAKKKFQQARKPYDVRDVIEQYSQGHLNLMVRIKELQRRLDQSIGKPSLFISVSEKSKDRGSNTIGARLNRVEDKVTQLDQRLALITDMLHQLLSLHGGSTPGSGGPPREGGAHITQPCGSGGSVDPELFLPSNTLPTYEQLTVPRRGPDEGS
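Schedule – 37 °C overnight plating, 90-min dark dye load, 20-min compound pretreatment · System – stable KCNQ1 CHO-K1 line · Probe or stimulus – thallium- and potassium-containing depolarizing buffer · Measured by – kinetic FluxOR fluorescence, 10 s baseline plus 110 s post-stimulus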
hERG rescue = shields human hERG channel from block by proarrhythmic agents. Q12809. CHO-hERG, FluxOR thallium flux, dofetilide IC70 present. activation (rescue from dofetilide block), less the hit threshold, % at 10 µM. actives 0.51% (n = 310,000);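 active means activation above the mean of controls blocked by dofetilide plus 5 SD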;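 further: thallium influx through hERG after potassium depolarization seen as dye fluorescence rise; in these data hits start at about 4.7%; inactives centre near -7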
PolyA inh = yeast polyadenylation inhibition. AID 1875. calls only at 12 µM. S. cerevisiae SKY197-pL101 polyadenylation reporter, beta-gal luminescence; efflux-impaired pdr1/pdr3 knockout yeast; score 100 = 6 SD above DMSO. actives 0.02% (n = 300,000);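 active means lowest replicate activity score at least 50, where 100 means six control SD above control mean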;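 further: yeast exposed to compound for 9 h at 30 °C; higher score means more reporter readthrough which indicates perturbed polyadenylation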
RGS4 block = human RGS4 inhibition; AID 463165; HEK293 M3R/RGS4 inducible, Fluo-4 calcium flux; hits give high values; triggered by carbachol at its EC20; P49798; B-score at 10 µM; actives 0.45% (n = 310,000);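 active means B-score, a plate-corrected calcium signal, over three deviations above library mean, with baseline fluorescence within five deviations of library mean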;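 further: RGS4 expression induced by doxycycline in cells with stable M3 receptor; B-score is computed from the integrated fluorescence ratio over baseline after carbachol; higher B-score means a larger calcium signal and so more RGS4 inhibition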
GSK3beta inhib = inhibitors of human GSK3beta kinase; GST-GSK3beta kinase, ADP-Glo luminescence, 60 min; hits give low values; activity score (negative = inhibition), % at 10 µM; actives 0.038% (n = 300,000);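 active means more than half of replicate wells score below -50%, meaning over 50% inhibition versus plate controls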;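 further: 0% = median DMSO wells and -100% = median GW8510 positive control wells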
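Assay system: GST-tagged human GSK3beta kinase, cell-free; Input: 1.6 ng GSK3beta; Medium: Tris/MgCl2 kinase buffer; Timing: 60 min enzyme reaction, room temperature; Signal: ADP-Glo luminescence quantifying ADP generated by kinase; Evaluation: score relative to plate controls; Benchmarks: DMSO neutral wells and GW8510 at 20 µM as positive.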
KCNQ1 inh = human KCNQ1 channel inhibition | P51787 | CHO-K1 KCNQ1, FluxOR thallium flux fluorescence; hits give high values | B-score at 10 µM | actives 1.3% (n = 310,000) | AID 2642;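 active means compounds whose thallium flux B-score, printed positive for inhibition, exceeds three library SD while starting fluorescence stays within three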;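 further: channel opened by potassium depolarization with thallium stimulus after 20 min compound exposure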
GSK3A inh = human GSK-3 alpha kinase inhibition; P49840; ADP-Glo luminescence, 60 min; inhibition, % at 10 µM; actives 0.1% (n = 320,000);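 in the data active means inhibition above about 50%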;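 further: GST-tagged GSK-3 alpha with peptide substrate and 25 µM ATP; 0% = DMSO neutral wells and 100% = GW8510 positive control wells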
Starred values were filed as active, the others as inactive. These rows are one share of the data; count on the stated rates, not on these rows.

What do the screens show for `CNC(=O)COC(=O)c1cc(-c2ccco2)nc2ccccc12`?
DYRK1A inh: 39; KCNK9 inh: inactive; KCNK3 block: inactive; RGS4 act: inactive; KCNQ1 act: inactive; hERG rescue: -15; PolyA inh: inactive; RGS4 block: inactive; GSK3beta inhib: 2; KCNQ1 inh: inactive; GSK3A inh: 0

How did COC(=O)C1=C(C)NC(=O)NC1C1CC=CCC1 (stereo not drawn) do in these assays?
DYRK1A inh: 0; KCNK9 inh: inactive; KCNK3 block: inactive; RGS4 act: inactive; KCNQ1 act: inactive; hERG rescue: -6; PolyA inh: inactive; RGS4 block: inactive; GSK3beta inhib: 1; KCNQ1 inh: inactive; GSK3A inh: -4

How did COC(=O)C1=C(C(=O)OC)[C@@H]2N(C)c3ccccc3[C@@]23C[C@@H](CO)N(C(=O)c2cccs2)C3=N1 do in these assays?
DYRK1A inh: -2; KCNK9 inh: inactive; KCNK3 block: inactive; RGS4 act: inactive; KCNQ1 act: inactive; hERG rescue: -9; PolyA inh: inactive; RGS4 block: inactive; GSK3beta inhib: 2; KCNQ1 inh: inactive; GSK3A inh: -1

How did CC(=O)Nc1ccc2sc(C)nc2c1 do in these assays?
DYRK1A inh: 8; KCNK9 inh: inactive; KCNK3 block: inactive; RGS4 act: inactive; KCNQ1 act: inactive; hERG rescue: -10; PolyA inh: inactive; RGS4 block: inactive; GSK3beta inhib: 2; KCNQ1 inh: inactive; GSK3A inh: -1

What do the screens show for `CCOc1ccc(-n2cc(C(=O)NCc3ccco3)c3cc(OC)c(OC)cc3c2=O)cc1`?
DYRK1A inh: -1; KCNK9 inh: inactive; KCNK3 block: inactive; RGS4 act: inactive; KCNQ1 act: inactive; hERG rescue: -5; PolyA inh: inactive; RGS4 block: inactive; GSK3beta inhib: 2; KCNQ1 inh: inactive; GSK3A inh: 1

What do the screens show for `O=S1(=O)CCOC[C@H](CC2CCCCC2)N1Cc1ccccc1Br`?
DYRK1A inh: -15; KCNK9 inh: inactive; KCNK3 block: inactive; RGS4 act: inactive; KCNQ1 act: inactive; hERG rescue: -6; PolyA inh: inactive; RGS4 block: inactive; GSK3beta inhib: 2; KCNQ1 inh: inactive; GSK3A inh: -2

What do the screens show for `O=C(CN1CCN(C/C=C/c2ccccc2)CC1)NC(=O)NC1CCCCC1`?
DYRK1A inh: 4; KCNK9 inh: inactive; KCNK3 block: inactive; RGS4 act: -7*; KCNQ1 act: inactive; hERG rescue: -10; PolyA inh: inactive; RGS4 block: inactive; GSK3beta inhib: -2; KCNQ1 inh: inactive; GSK3A inh: -2

Results for Cc1ccc(C)c(Nc2nc3nonc3nc2N2CCOCC2)c1 ?
DYRK1A inh: -4; KCNK9 inh: inactive; KCNK3 block: inactive; RGS4 act: inactive; KCNQ1 act: inactive; hERG rescue: -4; PolyA inh: inactive; RGS4 block: inactive; GSK3beta inhib: -5; KCNQ1 inh: inactive; GSK3A inh: 0

How did COc1ccccc1N1CCN(C(=O)COc2cccc(C)c2C)CC1 do in these assays?
DYRK1A inh: 0; KCNK9 inh: inactive; KCNK3 block: inactive; RGS4 act: inactive; KCNQ1 act: inactive; hERG rescue: -8; PolyA inh: inactive; RGS4 block: inactive; GSK3beta inhib: -1; KCNQ1 inh: inactive

Results for COc1ccc(-c2noc(CSc3nc4ccccc4c(=O)n3-c3ccc(C)cc3)n2)cc1 ?
DYRK1A inh: -5; KCNK9 inh: inactive; KCNK3 block: inactive; RGS4 act: inactive; KCNQ1 act: inactive; hERG rescue: -5; PolyA inh: inactive; RGS4 block: inactive; GSK3beta inhib: 0; KCNQ1 inh: inactive; GSK3A inh: -2

How did COc1ccccc1OCCCC(=O)NC(C)c1ccccc1 (stereo not drawn) do in these assays?
DYRK1A inh: -1; KCNK9 inh: inactive; KCNK3 block: inactive; RGS4 act: inactive; KCNQ1 act: inactive; hERG rescue: -12; PolyA inh: inactive; RGS4 block: inactive; GSK3beta inhib: 4; KCNQ1 inh: inactive; GSK3A inh: 1

How did Cc1cccc(OCC(=O)N2CCN(c3nnc(-c4ccccc4)c4ccccc34)CC2)c1 do in these assays?
DYRK1A inh: 8; KCNK9 inh: inactive; KCNK3 block: inactive; RGS4 act: -8*; KCNQ1 act: inactive; hERG rescue: -15; PolyA inh: inactive; RGS4 block: inactive; GSK3beta inhib: 7; KCNQ1 inh: inactive; GSK3A inh: 1

2 records drawn at random from those above, as already listed:
Results for COc1ccc(-c2noc(CSc3nc4ccccc4c(=O)n3-c3ccc(C)cc3)n2)cc1 ?
DYRK1A inh: -5; KCNK9 inh: inactive; KCNK3 block: inactive; RGS4 act: inactive; KCNQ1 act: inactive; hERG rescue: -5; PolyA inh: inactive; RGS4 block: inactive; GSK3beta inhib: 0; KCNQ1 inh: inactive; GSK3A inh: -2

How did COC(=O)C1=C(C)NC(=O)NC1C1CC=CCC1 (stereo not drawn) do in these assays?
DYRK1A inh: 0; KCNK9 inh: inactive; KCNK3 block: inactive; RGS4 act: inactive; KCNQ1 act: inactive; hERG rescue: -6; PolyA inh: inactive; RGS4 block: inactive; GSK3beta inhib: 1; KCNQ1 inh: inactive; GSK3A inh: -4

(continued)
Results for CCOC(=O)N/N=C(/C)c1ccc(N2C(=O)C3CCCCC3C2=O)cc1 (stereo not drawn) ?
DYRK1A inh: 0; KCNK9 inh: inactive; KCNK3 block: inactive; RGS4 act: inactive; KCNQ1 act: inactive; hERG rescue: -8; PolyA inh: inactive; RGS4 block: inactive; GSK3beta inhib: 1; KCNQ1 inh: inactive; GSK3A inh: 1

Results for Cc1onc(-c2ccccc2Cl)c1C(=O)N1CCN(C(=O)c2ccco2)CC1 ?
DYRK1A inh: -4; KCNK9 inh: inactive; KCNK3 block: inactive; RGS4 act: inactive; KCNQ1 act: inactive; hERG rescue: -6; PolyA inh: inactive; RGS4 block: inactive; GSK3beta inhib: -2; KCNQ1 inh: inactive; GSK3A inh: 0

How did CCOCCCNC(=O)C(NC(=O)c1ccccc1O)c1ccccc1 (stereo not drawn) do in these assays?
DYRK1A inh: 3; KCNK9 inh: inactive; KCNK3 block: inactive; RGS4 act: inactive; KCNQ1 act: inactive; hERG rescue: -8; PolyA inh: inactive; RGS4 block: inactive; GSK3beta inhib: 1; KCNQ1 inh: inactive; GSK3A inh: 1

What do the screens show for `O=C(CSc1nnc(COc2ccccc2)o1)N1CCCC1`?
DYRK1A inh: 0; KCNK9 inh: inactive; KCNK3 block: inactive; RGS4 act: inactive; KCNQ1 act: inactive; hERG rescue: -4; PolyA inh: inactive; RGS4 block: inactive; GSK3beta inhib: 2; KCNQ1 inh: inactive; GSK3A inh: -2

Results for O=C(NC1CCCCC1)c1cc(-c2ccccn2)nc2ccccc12 ?
DYRK1A inh: -1; KCNK9 inh: inactive; KCNK3 block: inactive; RGS4 act: inactive; KCNQ1 act: inactive; hERG rescue: -9; PolyA inh: inactive; RGS4 block: inactive; GSK3beta inhib: 3; KCNQ1 inh: inactive; GSK3A inh: -1

How did O=C(NCc1ccc(Cl)cc1)Nc1ccc(F)cc1 do in these assays?
DYRK1A inh: -3; KCNK9 inh: inactive; KCNK3 block: inactive; RGS4 act: inactive; KCNQ1 act: inactive; hERG rescue: -14; PolyA inh: inactive; RGS4 block: inactive; GSK3beta inhib: 5; KCNQ1 inh: inactive; GSK3A inh: -1

How did O=C(CSc1nc2cc([N+](=O)[O-])ccc2n1-c1ccccc1)NCc1ccc2c(c1)OCO2 do in these assays?
DYRK1A inh: 5; KCNK9 inh: inactive; KCNK3 block: inactive; RGS4 act: inactive; KCNQ1 act: inactive; hERG rescue: -11; PolyA inh: inactive; RGS4 block: inactive; GSK3beta inhib: -2; KCNQ1 inh: inactive; GSK3A inh: 1

What do the screens show for `COc1ccc(CN(C(=O)CNC(=O)c2ccco2)C(C(=O)NCC2CCCO2)c2ccccc2)cc1` (stereo not drawn)?
DYRK1A inh: 2; KCNK9 inh: inactive; KCNK3 block: inactive; RGS4 act: inactive; KCNQ1 act: inactive; hERG rescue: -8; PolyA inh: inactive; RGS4 block: inactive; GSK3beta inhib: 0; KCNQ1 inh: inactive; GSK3A inh: 15

What do the screens show for `C/C(=N\Nc1ccc(C(=O)O)cc1)c1ccc(S(=O)(=O)NCc2ccco2)cc1`?
KCNK9 inh: inactive; KCNK3 block: inactive; RGS4 act: inactive; KCNQ1 act: inactive; hERG rescue: -9; PolyA inh: inactive; RGS4 block: inactive; GSK3beta inhib: 1; KCNQ1 inh: inactive; GSK3A inh: 3

What do the screens show for `O=C(NCCN1CCOCC1)c1cc(-c2ccc(Cl)cc2Cl)on1`?
DYRK1A inh: 4; KCNK9 inh: inactive; KCNK3 block: inactive; RGS4 act: inactive; KCNQ1 act: inactive; hERG rescue: 0; PolyA inh: inactive; RGS4 block: inactive; GSK3beta inhib: 2; KCNQ1 inh: inactive; GSK3A inh: -2

What do the screens show for `CC1CN(CC(O)COc2ccc(C#N)cc2)CCN1CC(O)COc1ccc(C#N)cc1` (stereo not drawn)?
DYRK1A inh: -3; KCNK9 inh: inactive; KCNK3 block: inactive; RGS4 act: inactive; KCNQ1 act: inactive; hERG rescue: -11; PolyA inh: inactive; RGS4 block: inactive; GSK3beta inhib: -6; KCNQ1 inh: inactive; GSK3A inh: -1

Results for O=C(CCS(=O)(=O)c1ccc(F)cc1)Nc1nnc(-c2ccco2)o1 ?
DYRK1A inh: -3; KCNK9 inh: inactive; KCNK3 block: inactive; RGS4 act: inactive; KCNQ1 act: inactive; hERG rescue: -17; PolyA inh: inactive; RGS4 block: inactive; GSK3beta inhib: -1; KCNQ1 inh: inactive; GSK3A inh: 0

What do the screens show for `CSc1ccc(S(=O)(=O)N2CCC(C(=O)N3CCc4ccccc4C3)CC2)cc1`?
DYRK1A inh: 1; KCNK9 inh: inactive; KCNK3 block: inactive; RGS4 act: inactive; KCNQ1 act: inactive; hERG rescue: -7; PolyA inh: inactive; RGS4 block: inactive; GSK3beta inhib: -1; KCNQ1 inh: inactive; GSK3A inh: -4
